Bioassay records deposited in PubChem BioAssay by National Center for Advancing Translational Sciences (NCATS).
D3 ag: qHTS of D3 Dopamine Receptor Agonist: qHTS. D(3) dopamine receptor (Homo sapiens), P35462. D3R DiscoveRx beta-arrestin cells, luminescence, 90 min. max activation, %. 410,000 compounds, 0.58% hits. AID 652048, 2013; in the data active means max activation above about 30%; further: 0% is about no effect; mostly tested at two doses, the higher about 12 µM
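Cells at 1500/well, incubated overnight, then treated with pinned compounds (dopamine as control) for 90 min at 37 degrees C. DiscoveRx reagent added for 30 - 60 minutes at room temperature; luminescence read.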
PTHR1 agonist: qHTS for PTHR1 Agonists: Primary Screen | Parathyroid hormone/parathyroid hormone-related peptide receptor (Homo sapiens), Q03431 | HEK293 GP2 PTHR1 cells, GloSensor cAMP luminescence, 1 h | Potency, µM (titrated, usually from 115 µM), for the others: at the top dose activation, most hits filed as activators | 410,000 compounds, 0.075% hits; further: potency means the concentration at half of the fitted maximal effect; nearly all actives have a fitted effect of over 55% in size; some results filed as inactive show a strong effect at the top dose; inactives centre near -15; many of its hits are not listed in these tables
Target sequence (Q03431 whole entry, looked up): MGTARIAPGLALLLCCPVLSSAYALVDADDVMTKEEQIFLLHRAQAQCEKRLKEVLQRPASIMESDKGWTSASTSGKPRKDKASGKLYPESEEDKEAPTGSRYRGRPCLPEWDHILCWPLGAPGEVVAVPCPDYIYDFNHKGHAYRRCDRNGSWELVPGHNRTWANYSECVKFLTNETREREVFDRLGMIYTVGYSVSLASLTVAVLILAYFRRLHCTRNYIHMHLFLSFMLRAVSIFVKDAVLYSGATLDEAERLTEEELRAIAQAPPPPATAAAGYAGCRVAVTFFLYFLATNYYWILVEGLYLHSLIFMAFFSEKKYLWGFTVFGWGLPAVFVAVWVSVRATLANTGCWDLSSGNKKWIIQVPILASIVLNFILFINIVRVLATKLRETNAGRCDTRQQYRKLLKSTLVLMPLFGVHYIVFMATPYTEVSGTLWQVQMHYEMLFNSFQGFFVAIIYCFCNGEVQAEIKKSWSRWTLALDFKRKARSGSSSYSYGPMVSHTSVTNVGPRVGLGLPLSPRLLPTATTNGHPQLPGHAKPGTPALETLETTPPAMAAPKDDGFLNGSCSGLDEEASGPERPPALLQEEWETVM
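HEK-293-derived GP2 cells expressing PTHR1 and a GloSensor cAMP reporter, 3,000/well, plated overnight, given luciferin plus IBMX (each 0.5 mM as added) for 1 h at 37 °C, then compound for 1 h at 37 °C. Luminescence was read after 15 min at room temperature.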
GLP1R ag: qHTS of GLP-1 Receptor Agonists; Glucagon-like peptide 1 receptor (Homo sapiens), P43220; HEK293 GLP-1R CRE-luciferase, luminescence, 4-6 h; cells express a hypersensitive GLP-1R form; Potency, µM (titrated, usually from 45.6 µM), without a hit: at the highest dose activation, actives largely listed as activators; 380,000 compounds, 0.007% hits; AID 624172, 2012; further: potency means the concentration at half of the fitted maximal effect; % of control where 0% means no effect
Target sequence (P43220 whole entry, looked up): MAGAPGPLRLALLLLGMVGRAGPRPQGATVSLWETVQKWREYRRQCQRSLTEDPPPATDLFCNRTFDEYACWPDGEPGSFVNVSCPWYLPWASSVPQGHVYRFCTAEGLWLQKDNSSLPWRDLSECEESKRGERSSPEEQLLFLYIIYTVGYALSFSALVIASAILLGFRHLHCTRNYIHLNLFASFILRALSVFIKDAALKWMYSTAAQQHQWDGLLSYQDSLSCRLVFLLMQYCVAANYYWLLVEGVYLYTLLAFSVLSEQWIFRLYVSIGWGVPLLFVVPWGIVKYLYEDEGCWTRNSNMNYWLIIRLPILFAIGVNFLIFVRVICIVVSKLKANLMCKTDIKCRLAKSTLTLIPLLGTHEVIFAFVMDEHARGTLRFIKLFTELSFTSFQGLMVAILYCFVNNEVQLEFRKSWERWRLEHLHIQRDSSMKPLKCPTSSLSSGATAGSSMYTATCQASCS
KB-V1 cytotox: qHTS assay for MDR1-selective chemotherapeutics: Primary screen using the drug-selected MDR subline cells KB-V1 | KB-V1 MDR cells viability, CellTiter-Glo, 72 h | Potency, µM (doses to about 46.1 µM), inactives show at the top dose activity change, negative = cytotoxicity, most hits filed as cytotoxic | 400,000 compounds, 3.4% hits | AID 1347076, 2019; further: potency means the concentration at half of the fitted maximal effect; on the % scale 0 is the no-effect control and ±100 the full control effect; nearly all actives have a fitted effect of over 60% in size
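Cytotoxicity toward P-gp-expressing KB-V1 cells was determined as loss of CellTiter-Glo luminescence after 72 h at 37 degrees C. Compounds were tested in quantitative HTS format across a concentration range, with curves fitted to normalized data.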
GLP1R inv ag: qHTS of GLP-1 Receptor Inverse Agonists (Inhibition Mode). Glucagon-like peptide 1 receptor (Homo sapiens), P43220. HEK293 GLP-1R CRE-luciferase, luminescence, 24 h; GLP-1R form is constitutively active. Potency, µM (highest dose often 38.3 µM), without a hit: top-dose activity change, negative = inhibition, actives largely listed as inhibitors. 410,000 compounds, 1.6% hits. AID 624417, 2012; further: potency means the concentration at half of the fitted maximal effect; on the % scale 0 is the no-effect control and ±100 the full control effect; nearly all actives have a fitted effect of over 55% in size
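Seeding at 200 cells/uL, 12 h culture, 24 hr compound treatment, then luciferase reagent and a luminescence read; cells are HEK293 stably expressing a constitutively active GLP-1R plus cAMP-responsive luciferase.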
TDP43 rescue: qHTS of TDP-43 Inhibitors; TDP-43 expressing yeast growth rescue, BacTiter-Glo, 24 h; Potency, µM (series often up to 46.1 µM), for the others: top-dose growth rescue (activation), hits mostly activators; 410,000 compounds, 1.8% hits; further: potency means the concentration at half of the fitted maximal effect; % of control where 0% means no effect; nearly all actives have a fitted effect of over 50% in size
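In this qHTS, compounds that restore growth of yeast expressing TDP-43 appear as activators. Cells (OD600=0.02, galactose medium, raffinose-pregrown) are incubated with compound 24 hr at 30 deg C and growth is quantified by BacTiter-Glo.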
aSyn rescue: qHTS of alpha-syn Inhibitors | Potency, µM (doses to about 46.1 µM), for inactives: at the top dose growth rescue (activation), hits mostly activators | AID 652106, 2013 | 370,000 compounds, 0.14% hits | Yeast expressing alpha-synuclein, growth rescue, BacTiter-Glo, 24 h; further: potency means the concentration at half of the fitted maximal effect; % of control where 0% means no effect; nearly all actives have a fitted effect of over 65% in size
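Galactose-induced alpha-syn yeast (OD600=0.02, raffinose-pregrown) + pinned cpd, 24 hr, 30 deg C; growth by BacTiter-Glo luminescence. Growth restoration scores as activation.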
GLP1R cytotox: qHTS of GLP-1 Receptor Inverse Agonists: Cytotox Screen; Potency, µM (titrated, usually from 38.3 µM), without a hit: at the top dose activity change, negative = inhibition, most hits filed as inhibitors; AID 624418, 2012; HEK293 cAMP-luciferase reporter cells, luminescence, 24 h; 410,000 compounds, 0.13% hits;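 further: loss of luciferase light is scored as toxicity; potency means the concentration at half of the fitted maximal effect; on the % scale 0 is the no-effect control and ±100 the full control effect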
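Luminescence readout: signal drop marks cytotoxicity. Plated cells grew 12 h at 37 °C, 5% CO2, received 23 nL compound for 24 h, then got luciferase reagent, read after 12 min at RT.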
D3 antag: qHTS of D3 Dopamine Receptor Antagonist: qHTS; D3R cells, DiscoveRx beta-arrestin luminescence, antagonist mode; stronger effect = lower value; max response, negative = inhibition, %; 360,000 compounds, 2.5% hits; AID 652054, 2013; in the data active means max response below about -50%; inconclusive means no clear call, values can overlap the other calls; further: on the % scale 0 is the no-effect control and ±100 the full control effect; mostly tested at two doses, the higher about 12 µM
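Cells expressing the human receptor were seeded at 1500 cells/well, incubated overnight at 37 degrees C in 5% CO2, then exposed to library compounds with dopamine controls for 90 minutes at 37 degrees C before luminescent detection.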
An asterisk follows results filed as active; i = inactive; ? = inconclusive; . = not tested or not shown; & = joins results of further samples; [ ] = remark or other dose. Unless noted, the call rests on the fitted dose curve; in most records, active means well fitted curve in the direction sought with a large enough effect; inconclusive means small, poorly fitted or top-dose-only effect, or another doubt; inactive means no such curve, though single readings can be large; an effect the other way counts as inactive or inconclusive. Only part of the results is shown. The share of hits here may be higher or lower than overall.

Structure | D3 ag | PTHR1 agonist | GLP1R ag | KB-V1 cytotox | GLP1R inv ag | TDP43 rescue | aSyn rescue | GLP1R cytotox | D3 antag
CCC/C(C#Cc1ccsc1)=C1/c2ccccc2C(=O)N1c1ccccc1 | -17 | -13% | 9% | ? | ? | 17% | 1% | ? | -10
CCOc1ccc(CCNC(=O)CS(=O)Cc2nc(-c3ccc(OC)c(OC)c3)oc2C)cc1OCC (stereo not given) | 0 | -13% | 22% | 5% | 68%[activator] | -5% | 0% | 2% | 6
CCOc1ccc(CCNC(=O)c2cccc(N3CCCC3=O)c2)cc1OCC | 0 | i | 8% | 0% | 5% | -2% | 12% | -11% | 8
Brc1ccc2nc(-c3ccccc3)c(Nc3ccc4c(c3)OCO4)n2c1 | 5 | -22% | . | 8% | 15% | -13% | . | 15% | .
CSc1nn(Cc2ccc(F)cc2)c(N(C(C)=O)C(C)=O)c1S(=O)(=O)c1ccccc1 | 5 | -20% | -1% | -4% | -33% | ? | . | -22% | .
Cc1ccc(N2C(=O)N(CC(=O)NC(c3ccccc3)c3ccccc3)C(=O)C2C)cc1 (stereo not given) | 2 | -18% | -19% | -13% | ? | 20% | 8% | -3% | 2
O=C(NCc1ccc(Cl)cc1)c1ccc(CS(=O)Cc2cccc(Cl)c2)o1 (stereo not given) | 0 | -11% | 4% | 14% | ? | 10% | 2% | 1% | 3
CC(CO)NS(=O)(=O)c1cc(Cl)ccc1F (stereo not given) | -4 | -24% | -4% | -15% | 4% | 0% | -9% | 3% | -14
Cn1cc([C@]2(O)C(=O)Nc3ccccc32)c2ccccc21 | 7 | i | . | 8% | 5% | 20% | 0% | 4% | 21
O=C(COc1ccc(F)cc1Br)N1CCN(S(=O)(=O)/C=C/c2ccccc2)CC1 | -6 | -6% | 1% | ? | -1%[7.66 µM] | 28% | 26% | 5%[7.66 µM] | 11
COc1cc(S(=O)(=O)n2ccnc2)ccc1Br | -3 | i | -1% | -11% | -18% | 13% | 6% | 7% | 4
Cc1ccccc1CNC(=O)c1cc2ccccc2o1 | 2 | -64%[inhibitor] | -2% | 13% | -26% | ? | 0% | 2% | 25

Other structures.
Structure | D3 ag | PTHR1 agonist | GLP1R ag | KB-V1 cytotox | GLP1R inv ag | TDP43 rescue | aSyn rescue | GLP1R cytotox | D3 antag
COc1ccc(Cn2c(C(=O)O)c(CNCc3ccco3)c3ccc(OC)cc32)cc1 | 2 | i | 1% | 0% | 2% | 11% | . | -29% | .
O=S(Cc1ccc(Cl)cc1)CC(O)COc1ccc(Cl)cc1 (stereo not given) | -4 | -14%[57.5 µM] | -5% | ? | ? | 6% | 12% | -20% | 10
COc1ccc(C2CC(c3ccc4ccccc4c3)=NN2C(=O)COC(=O)C2CCC(=O)N2)cc1 (stereo not given) | -2 | -33%[inhibitor] | -2% | -9% | -23% | 9% | 8% | -13% | -13
CN(C)C(=O)N1CCN(C(=O)c2ccccc2Sc2ccccc2C#N)CC1 | 5 | -25% | 11% | ? | 0% | -15% | 0% | -13% | -7
O=C(COc1ccc(-c2ccccc2)cc1)N1CCCC1 | 2 | -7% | 17% | -1% | -9% | ? | 3% | -4% | 0
CCc1oc(C(=O)O)cc1COC | 0 | -25% | -3% | 5% | 0% | 2% | 3% | -3% | 15
COC(=O)c1ccc(N2Cc3ccccc3/C2=N\C(=O)Nc2ccccc2)cc1 | 2 | -3% | -7% | 18% | 10% | 3% | -9% | -5% | 2
CC1(C(=O)Nc2ccc3c(c2)OCO3)Cc2c(-c3cccc(C(N)=O)c3)ccnc2O1 (stereo not given) | -6 | -25% | 33% | ? | ? | 11% | 0% | -26% | 14
O=S(=O)(c1ccc2c(c1)OCCO2)N1CCC(c2nc3ccccc3s2)CC1 | 15 | -72%[inhibitor][57.5 µM] | -8% | -8% | 2% | -2% | -1% | 5% | 31
CC(=O)Nc1ccc(NC(=O)C2CCN(S(=O)(=O)c3ccc4c(c3)CCCC(=O)N4)CC2)cc1 | 4 | -20% | -5% | 6% | 18% | 18% | 1% | 5% | .
O=C(O)CC/C(=N\NC(=O)c1ccncc1)c1ccccc1 | -10 | -14% | 0% | 1% | 6% | -10% | -3% | -1% | -26
COc1cc(/C=C(\NC(C)=O)C(=O)Nc2ccccc2C)ccc1OC(C)=O | -13 | i | 0% | -8% | 20% | -12% | -6% | 5%[1.53 µM] | ?

Other entries
Values in the order: D3 ag, PTHR1 agonist, GLP1R ag, KB-V1 cytotox, GLP1R inv ag, TDP43 rescue, aSyn rescue, GLP1R cytotox, D3 antag
- COc1ccccc1NC(=O)/C(=C/c1cccc([N+](=O)[O-])c1)c1ccccc1
  7, -15%, -2%, 5.8µM*, ?, 27%, 11%, 3%, 0
- O=C(O)Cn1c(CC(=O)N2CCCC2)nc2ccccc21
  -16, i, -1%, 0%, -3%, -15%, -4%, 2%, -16
- COCCCNC(=O)CCc1nc2cccnc2n1Cc1ccccc1
  0, i, -18%, ?, 2%, -12%, -1%, 3%, 14
- Cc1ccc(NC(=O)CSCC(=O)OCc2cc(=O)oc3cc(O)ccc23)c(C)c1
  4, i, 12%, 26%, 16%, -8%, 0%, ., 3
- CC1CCCCC1NC(=O)c1nn(C)c(=O)c2ccccc12 (stereo not given)
  12, -7%[57.5 µM], 4%, -9%, 15%, 4%, 2%, -3%, 12
- COc1ccc(CN(C)C(=O)c2ccc(OCC(=O)N3CCOCC3)c(OC)c2)cc1
  0, i, 2%, -25%, 10%, 13%, -5%, -21%, ?
- COCCOC(=O)c1c(C)nc(SCC(=O)Nc2ccc(C)cc2)c(C#N)c1-c1ccco1
  -1, i, 9%, ?, 1%, 23%, 4%, -9%, 0
- CCCCOc1ccc(Br)cc1CSC(=N)N
  -16, -44%[inhibitor], 0%, 8.2µM*, ?, -20%, -7%, ?, -20
- c1cc(CNC23CC4CC(CC(C4)C2)C3)ccn1
  1, i, 4%, 4%, 9%, -6%, 4%, -2%, 11
- C=CCn1c(SCN2C(=O)c3ccccc3C2=O)nc2ccc(Cl)cc2c1=O
  2, -41%, 1%, 16µM*, 6%, -8%, -4%, ?, 2
- COc1ccc(C(=O)NCC(=O)OCC(=O)N2CC(C)CC(C)C2)cc1 (stereo not given)
  8, i, 0%, 19%, 2%, 0%, 0%, 6%, 17
- COc1ccccc1Nc1nc(N2CCOCC2)nc(N2CCOCC2)n1
  2, -5%, 0%&10%, 9%&0%, -18%, 0%, 13%, -3%, -17
- CC(NC(=O)/C(C#N)=C/c1cccs1)c1ccccc1 (stereo not given)
  -1, i, 6%, -27%, ?, ?, 10%, -15%, -9
- COC1=C(N)C(=O)c2nc(C)ccc2C1=O
  2, -6%, 9%, ?, 1%, 10%, -3%, -15%, 4
- COc1ccc(NC(=O)NC(C)C2CC3CCC2C3)cc1 (stereo not given)
  0, -3%, 3%, -23%, ?, 1%, 0%, -13%, 3
- Cc1ccc(NC(=O)c2ccc(NS(=O)(=O)c3ccc4[nH]c(=O)[nH]c4c3)cc2)nc1
  -4, 19%, -7%, 5%, 9%, -2%, -3%, -7%, -24
- C/C(=N\Nc1cccc([N+](=O)[O-])c1)c1cc(F)ccc1O
  -1, -16%, 11%, ?, ?, ?, -8%, -21%, -19
- CCOc1ccccc1CNC(=O)c1oc2ccc3c(c2c1C)C(=O)CC(C)(C)O3
  10, -7%, ., ., ?, 9%, ., 0%, .

Entries of single compounds, looked up by structure. Order of values: D3 ag | PTHR1 agonist | GLP1R ag | KB-V1 cytotox | GLP1R inv ag | TDP43 rescue | aSyn rescue | GLP1R cytotox | D3 antag
COc1ccccc1Nc1nc(N2CCOCC2)nc(N2CCOCC2)n1 in the list: 2 | -5% | 0%&10% | 9%&0% | -18% | 0% | 13% | -3% | -17
Cc1ccc(NC(=O)c2ccc(NS(=O)(=O)c3ccc4[nH]c(=O)[nH]c4c3)cc2)nc1 in the list: -4 | 19% | -7% | 5% | 9% | -2% | -3% | -7% | -24
CCCCOc1ccc(Br)cc1CSC(=N)N in the list: -16 | -44%[inhibitor] | 0% | 8.2µM* | ? | -20% | -7% | ? | -20

Filtered by structure: the entries above with two or more sulfur atoms
Values in the order: D3 ag, PTHR1 agonist, GLP1R ag, KB-V1 cytotox, GLP1R inv ag, TDP43 rescue, aSyn rescue, GLP1R cytotox, D3 antag
- CSc1nn(Cc2ccc(F)cc2)c(N(C(C)=O)C(C)=O)c1S(=O)(=O)c1ccccc1
  5, -20%, -1%, -4%, -33%, ?, ., -22%, .
- O=S(=O)(c1ccc2c(c1)OCCO2)N1CCC(c2nc3ccccc3s2)CC1
  15, -72%[inhibitor][57.5 µM], -8%, -8%, 2%, -2%, -1%, 5%, 31
